# Bioassay records: PubChem, several laboratories
# iPSC survival up – enhancers of single-cell hiPSC survival, primary screen, ATPlite luminescence; 100% = ROCK inhibitor wells, 0% = DMSO; hit rate 0.044% among 360,000; survival enhancement, % at 20 µM; in the data active = survival enhancement above about 18%;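 also: cells exposed to compounds for 16 hours before the ATP read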
# HTR2A ag – mouse Htr2a agonists via beta-arrestin recruitment, primary screen, cell-based, luminescence; 5-hydroxytryptamine receptor 2A (Mus musculus), P35363; CHO-K1 mHTR2A beta-arrestin complementation; percent of 30 µM serotonin response; activation, % at 7.6 µM; hit rate 0.66% among 360,000; AID 624169, 2012;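 active = activation above a run cutoff, the mean activation of all tested compounds plus 3 SD, cut at about 14% in these data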;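 also: 0% = plate median of compound wells and 100% = 30 µM serotonin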
# Exocytosis inh – LAMP-1 surface exposure blockers, TALL-104 cells – cell-based, flow cytometry, MLPCN library, primary screen; TALL-104 LAMP-1 surface exposure; cells stimulated with thapsigargin and PMA; inhibition, % at 10 µM; hit rate 0.66% among 360,000; AID 651702, 2012;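 active = inhibition above about 55%, limit read from the data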
# MC4R antag cAMP – MC4R antagonists of cAMP signaling, primary screen, cell-based, TR-FRET, antagonist arm of biased-ligand search. Melanocortin receptor 4 (Homo sapiens), P32245. MC4R-expressing cells, MTII-stimulated cAMP, LANCE TR-FRET. inhibition, % at 6.5 µM. hit rate 0.48% among 360,000;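 active = inhibition above its plate's cutoff, the mean of tested wells on that plate plus 3 SD, cut at about 29% in these data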;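 also: 0% = Melanotan II alone and 100% = Melanotan II plus saturating MCL0020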
#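 Test system: U2OS cells stably expressing human melanocortin 4 receptor (MC4R); also added: Melanotan II challenge; compound: 6.5 µM single dose; timing: 30-min compound preincubation, 1-h Melanotan II challenge, 1-h detection, room temperature; signal: Eu-cAMP/anti-cAMP TR-FRET, emission 671 nm; repeats: one well per compound, no replicates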
# ABHD5 PLIN5 PPI – ABHD5-PLIN5 interaction inhibitors, primary screen, cell lysate, split luciferase complementation, luminescence; Perilipin-5 (Homo sapiens) + 1-acylglycerol-3-phosphate O-acyltransferase ABHD5 (Homo …; hit rate 0.78% among 360,000; inhibition, % at 4 µM; Split G. princeps luciferase complementation, 4 h;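 active = inhibition above the mean inhibition across every tested compound plus 3 SD, cut at about 22% in these data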;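 also: 0% = DMSO only wells and the 100% control is not disclosed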
# Glyco luc inh – increase of ERlucT glycosylation luciferase signal, primary screen, N-linked glycosylation inhibitor project, D54 ERlucT cells, luminescence, set 2; D54 ERlucT glycosylation luciferase reporter, 24 h; percent of 100 nM tunicamycin response; reporter increase, % at 12.5 µM; hit rate 0.23% among 360,000; AID 588692, 2011;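 active = mean luciferase reporter signal, scaled so untreated is 0 and the glycosylation-blocking control 100, at or above a set limit in every replicate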;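 also: luciferase carries N-glycosylation sites so blocking glycosylation raises the light; 0% = median of neutral control wells and 100% = median of 100 nM tunicamycin wells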
# aDG glyco act – activators of alpha-DG glycosylation, primary screen, uHTS, Pro5-aDG cells, AlphaScreen. alpha-DG glycosylation AlphaScreen (IIH6); 0% Pro5, 100% B10-LARGE cell signal. activation, % at 10 µM. hit rate 0.22% among 360,000. AID 624168, 2012;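 active = activation of at least 8% versus controls, or a plate z-score of at least 8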;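 also: Pro5 are CHO cells carrying HIG-tagged alpha-DG that lacks glycosylation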
# H9c2 protect – cardioprotection against H2O2-induced cell death, primary screen, uHTS, H9c2 cells, ATPLite luminescence. protection from H2O2 cell death, % at 20 µM. AID 588492, 2011. hit rate 0.63% among 360,000. H9c2 cardiomyocytes, H2O2 injury protection, 2 h;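 active = compounds giving at least 50% protection of heart cells from peroxide-induced death in the single-dose screen, raw or plate-pattern-corrected value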;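 also: 0% = DMSO wells with peroxide and 100% = DMSO wells without peroxide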
# MC4R ag barr – MC4R agonists recruiting beta-arrestin, primary screen, cell-based, luminescence, agonist arm of biased-ligand search; Melanocortin receptor 4 (Homo sapiens), P32245; U2OS MC4R beta-arrestin complementation; percent of melanotan II response, DMSO zero; activation, % at 8.9 µM; hit rate 0.98% among 360,000;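 active = activation above a per-plate cutoff, the mean activation of sample wells on that plate plus 3 SD, cut at about 8% in these data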
# ABCB6 inh MLPCN – ABCB6 transporter inhibitors, primary screen, K562-ABCB6 cells, flow cytometry, MLPCN library | ATP-binding cassette sub-family B member 6 (Homo sapiens), Q9NP58 | K562-ABCB6 porphyrin accumulation, 1 h; active compounds read low | hit rate 0.19% among 360,000 | fluorescence ratio to DMSO, % at 10 µM;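 active = fluorescence ratio to DMSO below 75%, the collection mean minus 3 SD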;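 also: signal is porphyrin accumulated inside mitochondria; 100% equals median channel fluorescence of DMSO control wells; lower ratio means ABCB6 inhibition with less porphyrin fluorescence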
# Target sequence (Q9NP58 whole entry, looked up): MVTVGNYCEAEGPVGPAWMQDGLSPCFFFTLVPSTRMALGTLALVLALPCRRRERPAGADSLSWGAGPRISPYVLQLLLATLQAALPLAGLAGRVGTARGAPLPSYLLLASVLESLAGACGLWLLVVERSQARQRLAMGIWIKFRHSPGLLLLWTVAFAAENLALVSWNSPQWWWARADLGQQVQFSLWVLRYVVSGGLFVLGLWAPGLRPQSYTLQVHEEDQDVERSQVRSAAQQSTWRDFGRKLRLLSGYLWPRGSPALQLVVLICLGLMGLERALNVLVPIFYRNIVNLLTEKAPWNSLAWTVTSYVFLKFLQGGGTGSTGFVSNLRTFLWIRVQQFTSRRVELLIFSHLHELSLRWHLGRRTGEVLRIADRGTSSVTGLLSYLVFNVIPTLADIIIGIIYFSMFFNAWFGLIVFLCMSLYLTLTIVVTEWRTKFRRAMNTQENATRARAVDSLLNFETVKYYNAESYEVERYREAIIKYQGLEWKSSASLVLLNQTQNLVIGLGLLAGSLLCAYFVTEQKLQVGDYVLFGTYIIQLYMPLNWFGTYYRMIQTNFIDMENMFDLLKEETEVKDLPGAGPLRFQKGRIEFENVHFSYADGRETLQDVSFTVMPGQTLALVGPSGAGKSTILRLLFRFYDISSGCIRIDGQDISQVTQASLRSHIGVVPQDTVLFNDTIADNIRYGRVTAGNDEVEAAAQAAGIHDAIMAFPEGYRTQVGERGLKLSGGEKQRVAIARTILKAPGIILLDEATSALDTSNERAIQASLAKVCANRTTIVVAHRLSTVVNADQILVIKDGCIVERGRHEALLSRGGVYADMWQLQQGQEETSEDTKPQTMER
# The depositor's hits bear a star; x = no result given.
SMILES,iPSC survival up,HTR2A ag,Exocytosis inh,MC4R antag cAMP,ABHD5 PLIN5 PPI,Glyco luc inh,aDG glyco act,H9c2 protect,MC4R ag barr,ABCB6 inh MLPCN
CN(c1ccccc1)c1nc(N)c([N+](=O)[O-])c(N2CCOCC2)n1,-0.7,-12,-4,-2,-2,2,0.0,4,-2.6,93
CCNC(=S)N/N=C/c1c(C)nn(-c2cccc(Cl)c2)c1Cl,-1.9,7,-10,9,-3,-1,0.6,-10,21*,98
Cc1cccc(N/C(=N\S(=O)(=O)c2ccccc2)C(F)(F)F)c1,-0.5,7,0,4,5,0,-0.4,-7,-0.1,98
O=C(COC(=O)c1ccc(NS(=O)(=O)c2cccs2)cc1O)Nc1nc2ccccc2s1,-0.3,7,2,31*,-3,3,0.0,-5,1.0,100
CC(SCc1nc2sc3c(c2c(=O)[nH]1)CCCC3)C(=O)Nc1ccccn1 (stereo not drawn),0.4,2,-1,3,-22,6,-0.2,4,-0.8,102
CC(=O)Nc1cccc(-n2nnc(SCC(=O)Nc3ccccc3)n2)c1,0.5,-4,7,3,5,1,0.1,6,0.2,95
O=C1Nc2ncccc2OC1CCCl (stereo not drawn),5.9,1,2,3,3,3,-0.1,7,-1.8,86
Nc1ccc(Oc2ccc(Cl)cc2)cc1,0.5,3,4,0,5,-6,0.0,-8,-0.5,98
CCCOc1ccc(N2C(=O)CC(SC(=NC)Nc3ccc(F)cc3)C2=O)cc1 (stereo not drawn),-1.1,-7,1,4,3,0,-0.1,-8,2.3,91
CCOC(=O)c1c(C=O)c(C)n(Cc2ccc(C)cc2)c1C,1.8,1,2,-12,-2,-2,-0.1,-3,0.1,94
COc1ccc(-c2ccc(CCC(=O)O)n2CC2CCCO2)cc1 (stereo not drawn),0.2,3,-3,20,4,-1,-0.1,1,0.6,106
O=C1c2ccccc2NC(c2cccc([N+](=O)[O-])c2)N1O (stereo not drawn),-0.7,3,-8,7,5,-3,-0.1,25,-1.2,104
COc1ccc(C2CC(c3ccccc3)=NN2C(=O)COC(=O)c2cccnc2)cc1 (stereo not drawn),-1.1,5,1,8,1,1,-0.1,-1,0.5,99
CCOc1ccccc1/C=N/NC(=O)c1cccc(Cl)c1,0.1,1,4,8,-6,2,-0.2,-6,-0.1,90
CCc1ccc(C2NC(=O)c3ccccc3O2)cc1 (stereo not drawn),0.5,6,-17,0,-1,1,0.3,28,-0.7,99
CCC(C)n1ncn(-c2ccc(N3CCN(c4ccc(OC)cc4)CC3)cc2)c1=O (stereo not drawn),-2.3,6,-2,4,8,-1,-0.2,2,1.3,98
C[C@H]1COC(=O)[C@@H](Cc2ccc(F)cc2)CC/C=C/C[C@@H](CC(=O)N(CCO)Cc2ccccc2)C(=O)N1,8.1,-1,0,2,7,-2,-0.2,3,-1.1,100
Cc1ccc(OCCCOc2cccc3cccnc23)cc1C,-3.0,-7,-1,24,4,1,0.2,-14,-1.5,98
CCCOc1ccc(C(O)CCNC(CC(=O)O)c2ccccc2)cc1 (stereo not drawn),0.4,2,0,-6,4,0,-0.3,4,0.5,95
CN(C(=O)CSc1nnc(CNC(=O)c2ccccc2)o1)c1ccccc1,-0.3,-1,0,10,0,1,-0.2,0,-1.6,95
OCCN(CC(O)Cn1ccc2ccccc21)CC(O)Cn1ccc2ccccc21 (stereo not drawn),-1.1,-5,2,-1,4,-4,-0.1,8,0.3,95
Cc1cc(NC(=O)c2cccc(S(=O)(=O)N3c4ccccc4CC3C)c2)no1 (stereo not drawn),-0.2,-6,-3,-1,-4,-1,0.0,-1,-0.4,95
Cc1ccccc1NC(=O)C(Cl)=C(Cl)Cl,0.5,1,2,15,-7,8,1.1,-3,-3.7,99
O=C(N/C(=C/c1ccccc1)C(=O)N1CCCCC1)c1ccc(Br)o1,-0.4,1,1,-1,3,-3,0.4,9,3.0,100
Cc1ccc(Cn2c(Sc3ncccn3)nc3c2c(=O)[nH]c(=O)n3C)cc1,-1.6,-2,4,-7,-5,3,-0.1,-2,-1.4,95
# (next part)
SMILES,iPSC survival up,HTR2A ag,Exocytosis inh,MC4R antag cAMP,ABHD5 PLIN5 PPI,Glyco luc inh,aDG glyco act,H9c2 protect,MC4R ag barr,ABCB6 inh MLPCN
Cn1nc(C(=O)NCCOc2ccccc2)c2ccccc2c1=O,0.9,11,-3,5,6,5,0.2,-3,-0.1,92
COc1ccc(N2C(=O)CC(NCCNc3ccc([N+](=O)[O-])cn3)C2=O)cc1 (stereo not drawn),-0.5,2,0,-6,10,0,-0.3,2,0.4,102
Cc1cnc(=O)[nH]c1SCC(=O)Nc1nccs1,-0.5,15*,-8,2,4,5,-0.1,4,-1.6,105
CC1CCCC(C)N1C(=O)CNCc1ccc2c(c1)OCO2 (stereo not drawn),-0.5,-1,-1,1,5,-2,0.1,-3,-0.2,105
CCC(Sc1nc2ccccc2c(=O)n1CCN1CCOCC1)C(=O)NCc1cccnc1 (stereo not drawn),-1.3,1,2,17,0,2,-0.1,3,0.6,102
Cc1ccc(S(=O)(=O)C2(C(=O)NC3CCCCC3)CC2)cc1,0.1,0,26,-2,7,0,0.5,-3,-1.8,102
CCOC(=O)CSc1nnc(SCCN2C(=O)c3ccccc3C2=O)s1,1.7,1,1,-28,0,-1,-0.4,49,-1.0,93
O=c1/c(=C\c2ccc3c(c2)OCO3)sc2n1CCCN=2,-2.1,0,-4,-10,-4,-8,0.3,-5,-2.0,95
O=C(Nc1ccc([N+](=O)[O-])cc1)Nc1ccc2c(c1)OCCO2,-1.1,-7,6,15,-4,-11,1.3,-15,-2.8,98
COc1cc2cc(CCOC(=O)CCCC(=O)O)oc(=O)c2cc1OC,4.4,-6,-4,4,-4,1,-0.1,-3,-0.6,100
Cc1ccc(NS(=O)(=O)c2ccccc2)c2c1CC(C)(C)O2,1.5,-8,-2,3,-3,-3,-0.2,-8,-1.8,146
COc1ccc([C@H]2C[C@H](n3cc(-c4ccc(F)cc4)nn3)[C@@H](O)CN2CC2CCCCC2)cc1,-0.9,-7,-2,6,-11,-3,0.7,-9,0.1,100
Cc1ccsc1/C=N/NC(=O)CNC(=O)c1cccc([N+](=O)[O-])c1C,-0.3,-2,-3,1,25*,3,-0.1,-7,-3.1,97
Cc1cnn(C(=O)c2cc(-c3ccccc3)nc3ccccc23)c1,0.1,-2,1,7,0,0,0.0,-2,1.7,100
Cc1ccc(S(=O)(=O)Nc2cccc3c2O[C@H](CN(C)Cc2ccccc2)[C@@H](C)CN([C@H](C)CO)C3=O)cc1,18,-2,-5,-2,3,-2,1.6,9,0.1,101
CSc1ccccc1C(=O)N1CCN(c2cccc(Cl)c2)CC1,2.1,-6,1,-5,5,7,0.0,1,3.0,84
CC(C)N1C(=O)C2C(c3ccccc3O)NC(C)(C(=O)O)C2C1=O (stereo not drawn),1.7,0,-2,5,4,1,-0.1,-1,0.9,93
COC(=O)CN1C(=O)[C@H]2[C@@H](C3CC3)N3C(=O)CN(Cc4ccccn4)C(=O)[C@@]3(Cc3ccccc3)[C@H]2C1=O,-1.4,4,-1,6,-4,3,0.1,2,2.4,96
CC(C)[C@H](NC(=O)c1ccccc1Cl)C(=O)NC1CCCCCC1,-0.3,-2,-1,6,-2,-1,-0.4,2,-1.6,96
CN1CCN(S(=O)(=O)c2ccc(N(C)Cc3c(F)cccc3Cl)nc2)CC1,-0.1,-5,4,-5,5,-4,0.3,-4,-1.5,97
CCOC(=O)N/N=C1\CCc2ccccc21,0.2,-4,-8,17,-2,1,0.2,5,-0.2,101
O=C(COC(=O)c1ccc(O)cc1O)Nc1ccc(Cl)cn1,1.5,2,5,13,-4,3,1.7,-3,1.9,103
O=C(CN1C(=O)NC2(CCCC2)C1=O)NCc1ccc(F)cc1,1.0,2,-6,12,5,-1,-0.1,-2,0.7,103
CCN1CCc2c(OCc3ccccc3)cccc2C1=O,-0.3,-1,0,-6,-9,-7,-0.2,-2,0.5,85
COC(=O)c1c(NC(=O)CC2SC(N)=NC2=O)sc(C)c1C (stereo not drawn),-1.4,2,0,10,7,3,0.1,0,3.0,101

# Three structures from above, ordered by formula weight, falling:
SMILES,iPSC survival up,HTR2A ag,Exocytosis inh,MC4R antag cAMP,ABHD5 PLIN5 PPI,Glyco luc inh,aDG glyco act,H9c2 protect,MC4R ag barr,ABCB6 inh MLPCN
COc1ccc([C@H]2C[C@H](n3cc(-c4ccc(F)cc4)nn3)[C@@H](O)CN2CC2CCCCC2)cc1,-0.9,-7,-2,6,-11,-3,0.7,-9,0.1,100
Cn1nc(C(=O)NCCOc2ccccc2)c2ccccc2c1=O,0.9,11,-3,5,6,5,0.2,-3,-0.1,92
CCOC(=O)N/N=C1\CCc2ccccc21,0.2,-4,-8,17,-2,1,0.2,5,-0.2,101

# Remaining list, next part
SMILES,iPSC survival up,HTR2A ag,Exocytosis inh,MC4R antag cAMP,ABHD5 PLIN5 PPI,Glyco luc inh,aDG glyco act,H9c2 protect,MC4R ag barr,ABCB6 inh MLPCN
O=C(N/C(=C\c1ccc(Br)cc1)C(=O)N1CCOCC1)c1ccc([N+](=O)[O-])cc1,-0.1,-3,8,8,2,3,-0.1,-7,-0.4,93
C=CCNc1oc(Cc2cccc3ccccc23)nc1C#N,-0.7,-3,-1,2,-6,-4,1.3,-21,1.2,97
CCOC(=O)c1c(C)[nH]c(C(=O)CN2C(=O)NC(C)(C)C2=O)c1C,0.5,7,-5,13,-6,0,0.0,10,-1.1,100
O=C(Nc1ccccc1)Nc1ccccc1,-3.3,0,5,8,6,-1,-0.1,-7,-1.5,98
COc1ccc([C@H]2CC(=O)C=C(c3cccc(NC(C)=O)c3)C2)cc1,1.7,7,-9,-1,0,1,0.3,-4,-2.2,93
Cc1ccc(-n2c(SCC(=O)NCc3ccco3)nnc2-c2cccnc2)c(C)c1,-1.4,5,-1,5,7,0,0.2,-2,-1.7,101
CCc1ccc(-c2n[nH]c(=O)c3ccccc23)cc1,2.5,-3,0,-1,-6,-2,0.1,24,0.4,90
CC[C@]1(C(=O)OC)[C@H]2C(=O)N(Cc3ccccc3)C(=O)[C@H]2[C@H]2CN=C(SC)N21,0.8,-1,-2,12,-8,1,-0.1,-4,0.0,99
CC(=O)Nc1ccc2[nH]c(C)cc(=O)c2c1,4.3,1,0,9,-2,2,0.2,4,1.1,x
COc1cccc(C(C#N)N2CCCCC2)c1O (stereo not drawn),2.6,1,-2,-5,-8,0,0.0,17,-1.4,104
Cc1nn(C)c(C(=O)N2CCc3ccccc32)c1Br,-1.3,-2,-2,21,0,1,1.6,-1,3.8,100
